# Screening results as filed in PubChem BioAssay.
# GRP78 ERSR act: qHTS for Inducers of the Endoplasmic Reticulum Stress Response (ERSR) in Human Glioma: qHTS. Potency, µM, inactives show at the highest dose activation, usual class: activators. U87-MG GRP78 promoter luciferase reporter, 16 h. 420,000 tested, 0.02% active. AID 602332, 2012; further: potency means the concentration at half of the fitted maximal effect; series mostly up to about 76 µM; % of control where 0% means no effect; nearly all actives have a fitted effect of over 35% in size
#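 ERSR induction read as luciferase luminescence (Bright-Glo, 10 min at room temperature) in stably transfected human U87-MG glioma cells exposed to compounds for 16 h, using GRP78 as sensor.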
# USP1-UAF1 inh: Inhibitors of USP1/UAF1: Primary Screen. recombinant USP1/UAF1, Ub-Rhodamine cleavage fluorescence. Potency, µM (titrated, usually from 57.1 µM), for inactives: at the highest dose activity change, negative = inhibition, usual class: inhibitors. 390,000 tested, 0.23% active. AID 743255, 2014; further: potency means the concentration at half of the fitted maximal effect; on the % scale 0 is the no-effect control and ±100 the full control effect; nearly all actives have a fitted effect of over 60% in size; inactives centre near -12
# Target sequence (O94782 whole entry, looked up): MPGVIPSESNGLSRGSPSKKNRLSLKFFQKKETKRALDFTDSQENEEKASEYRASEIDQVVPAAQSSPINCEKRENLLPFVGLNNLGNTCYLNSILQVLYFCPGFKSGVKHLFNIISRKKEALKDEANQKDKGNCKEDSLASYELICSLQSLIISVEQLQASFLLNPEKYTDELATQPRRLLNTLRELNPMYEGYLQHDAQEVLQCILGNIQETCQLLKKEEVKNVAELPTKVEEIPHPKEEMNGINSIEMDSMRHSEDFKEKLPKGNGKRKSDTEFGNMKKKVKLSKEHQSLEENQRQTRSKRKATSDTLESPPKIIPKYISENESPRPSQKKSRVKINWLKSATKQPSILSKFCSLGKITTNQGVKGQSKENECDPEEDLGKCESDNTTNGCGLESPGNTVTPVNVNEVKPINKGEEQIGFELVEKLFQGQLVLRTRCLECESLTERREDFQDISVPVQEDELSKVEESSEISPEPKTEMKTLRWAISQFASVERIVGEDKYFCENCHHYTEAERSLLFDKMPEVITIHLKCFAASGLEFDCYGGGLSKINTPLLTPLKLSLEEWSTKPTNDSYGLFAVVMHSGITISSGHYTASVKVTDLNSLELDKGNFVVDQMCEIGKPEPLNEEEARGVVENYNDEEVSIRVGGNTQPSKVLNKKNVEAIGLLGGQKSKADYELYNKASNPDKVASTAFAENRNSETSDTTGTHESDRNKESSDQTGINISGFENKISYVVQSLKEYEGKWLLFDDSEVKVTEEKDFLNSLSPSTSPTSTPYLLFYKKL
#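 1 nM enzyme complex + cpd, 15 min RT; start with Ub-Rho 150nM final; kinetic fluorescence ex 480/em 540, 6 reads q60 s. Buffer 50mM HEPES pH 7.8, 0.5mM EDTA, 0.1 mg/ml BSA, 1mM TCEP, 0.01% Tween-20.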
# RGS4 inhibitor: Inhibitors of Regulator of G Protein Signaling (RGS) 4: qHTS; Regulator of G-protein signaling 4 (Homo sapiens), P49798; Potency, µM (highest dose often 114 µM), for the others: at the highest dose activity change, negative = inhibition, actives largely listed as inhibitors; 390,000 tested, 0.039% active; Transcreener GDP fluorescence polarization, RGS4-accelerated GTP hydrolysis; further: potency means the concentration at half of the fitted maximal effect; on the % scale 0 is the no-effect control and ±100 the full control effect; nearly all actives have a fitted effect of over 75% in size; some results filed as inactive show a strong effect at the top dose
# Target sequence (P49798 whole entry, looked up): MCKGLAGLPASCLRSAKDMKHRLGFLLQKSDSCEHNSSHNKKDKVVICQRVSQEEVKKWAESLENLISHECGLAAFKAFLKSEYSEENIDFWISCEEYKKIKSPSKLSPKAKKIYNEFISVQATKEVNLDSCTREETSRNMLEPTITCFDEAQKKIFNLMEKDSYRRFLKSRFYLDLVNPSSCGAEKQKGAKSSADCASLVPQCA
#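 MLSMR compounds (23 nl, pin-transferred) preincubated 10 min at room temperature with a 500nM (2x) first reagent, then RGS4 at 900nM (2x) plus Transcreener GDP mix added; fluorescence polarization (620/688 nm) read before and after 90 min at 30 °C.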
# LDHA inh: qHTS assay for inhibitors of human lactate dehydrogenase. 480,000 tested, 0.15% active. activity change, % (values are at about 110 or 230 µM). AID 1347041, 2019. L-lactate dehydrogenase A chain (Homo sapiens), P00338. purified LDHA, NADH/diaphorase-resazurin fluorescence; stronger effect = lower value; in the data active means activity change below about -30%; inconclusive means mostly about -25% to -30%;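 further: plate controls were DMSO wells for no effect and wells without enzyme for full effect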
#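 Resorufin fluorescence (ex540/em590), read at 0 and 20 min after diaphorase/resazurin addition, reports the NADH left after a 5 min room-temperature reaction of 2 nM human LDH5 with 0.06 mM NADH and 0.2 mM pyruvate.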
# TrxR1 substrate: qHTS Assay for Substrates of Mammalian Selenoprotein Thioredoxin Reductase 1 (TrxR1): qHTS; Thioredoxin reductase 1, cytoplasmic (Rattus norvegicus), O89049; purified TrxR1 substrate turnover, NADPH consumption readout; Potency, µM (titrated, usually from 114 µM), for inactives: at the top dose activity change, negative = substrate turnover; 390,000 tested, 0.01% active; AID 588456, 2011; further: potency means the concentration at half of the fitted maximal effect; on the % scale 0 is the no-effect control and ±100 the full control effect; nearly all actives have a fitted effect of over 50% in size
#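 Rat TrxR1, dispensed at 90 nM, was prereduced with 400 uM NADPH (final) for 5 min at ~22 deg C, then incubated with compound 15 min before 400 uM selenite. A first-read NADPH fluorescence drop versus no-compound background flagged substrates.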
# Vif-A3F inh: qHTS for Inhibitors of Vif-A3F Interactions: qHTS; Potency, µM (highest dose often 46.1 µM), without a hit: top-dose activity, negative = active; HeLa A3F-eYFP + Vif (tagged APOBEC3F with the HIV-1 protein that degrades it), YFP fluorescence increase; AID 602313, 2012; 390,000 tested, 0.2% active; further: potency means the concentration at half of the fitted maximal effect; % of control where 0% means no effect; nearly all actives have a fitted effect of over 65% in size
#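 Fluorescence increase (Ex 488/Em 500-530) after overnight compound treatment at 37 deg C flags inhibition of Vif-driven A3F-eYFP loss in stable HeLa A3F-eYFP/Vif cells seeded overnight beforehand.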
# Vif-A3G inh: qHTS for Inhibitors of Vif-A3G Interactions: qHTS; 410,000 tested, 0.076% active; Potency, µM (titrated, usually from 46.1 µM), without a hit: top-dose activity, negative = active, actives largely listed as inhibitors; AID 602310, 2012; DNA dC->dU-editing enzyme APOBEC-3G (Homo sapiens), Q9HC16; HeLa A3G-eYFP + Vif (tagged APOBEC3G with the HIV-1 protein that degrades it), YFP fluorescence, overnight;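 further: potency means the concentration at half of the fitted maximal effect; on the % scale 0 is the no-effect control and ±100 the full control effect; nearly all actives have a fitted effect of over 60% in size; hits raise eYFP signal because A3G escapes Vif-driven loss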
#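 HeLa cells stably expressing Vif and C-terminally eYFP-tagged A3G, seeded overnight at 37 deg C, then exposed to compound by pintool overnight at 37 deg C. Rise in yellow fluorescence (Ex 488/Em 500-530, Acumen) marks blocked Vif-driven A3G degradation.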
# TrxR1 inh: qHTS Assay for Inhibitors of Mammalian Selenoprotein Thioredoxin Reductase 1 (TrxR1): qHTS; Thioredoxin reductase 1, cytoplasmic (Rattus norvegicus), O89049; recombinant rTrxR1, NADPH fluorescence consumption, selenite substrate; Potency, µM (top dose mostly 114 µM), for the others: top-dose activity change, negative = inhibition, hits mostly inhibitors; 390,000 tested, 1% active; further: potency means the concentration at half of the fitted maximal effect; on the % scale 0 is the no-effect control and ±100 the full control effect; nearly all actives have a fitted effect of over 65% in size
#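 Rat TrxR1 (90 nM in the dispensed reagent) was pre-reduced with 400 uM NADPH for 5 min at room temperature, then incubated with compound for 15 min. After 400 uM selenite was added, NADPH fluorescence (Ex 340/Em 450 nm) was followed for 8 min.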
# IDH1 R132H inh: qHTS for Inhibitors of mutant isocitrate dehydrogenase 1 (IDH1): qHTS. Isocitrate dehydrogenase [NADP] cytoplasmic (Homo sapiens), O75874. IDH1-R132H enzyme, NADPH consumption, diaphorase/resazurin fluorescence. Potency, µM (doses to about 76.6 µM), inactives show at the top dose activity change, negative = inhibition, hits mostly inhibitors. 390,000 tested, 0.093% active. AID 602179, 2012; further: potency means the concentration at half of the fitted maximal effect; on the % scale 0 is the no-effect control and ±100 the full control effect; nearly all actives have a fitted effect of over 65% in size
#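 IDH1-R132H (0.5 ug/mL) preincubated 30 min with compound, then NADPH (0.016 mM) and alpha-KG (2 mM) added; 80 min at RT, pH 7.5. Remaining NADPH coupled via diaphorase/resazurin to fluorescence (540/590 nm); concentration-response curves normalized to no-enzyme control.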
# The depositor's hits bear a star; ? = inconclusive; nt = no result given; [ ] = dose if it differs, or a comment. Unless noted, the call rests on the fitted dose curve; in most records, active means well fitted curve in the direction sought with a large enough effect; inconclusive means small, poorly fitted or top-dose-only effect, or another doubt; inactive means no such curve, though single readings can be large; an effect the other way counts as inactive or inconclusive. An excerpt. The share of hits here may be higher or lower than overall.
# Values in the order: GRP78 ERSR act, USP1-UAF1 inh, RGS4 inhibitor, LDHA inh, TrxR1 substrate, Vif-A3F inh, Vif-A3G inh, TrxR1 inh, IDH1 R132H inh
Cc1cccc(NC(=O)N2CCN(Cc3ccc4c(c3)OCO4)CC2)c1C
 : -1.8%, -18.7%, -6.9%, -4.4, 0.2%, -0.7%, -0.8%, 19.7%, 8.1%
CCN1C(Nc2ccccc2)=NC[C@@H]1CC(C)C
 : -3.9%, -17.4%, 13.9%, -4.2, 1.2%, -0.2%, 0.8%, 1.2%, 1.3%
CCC(CC)c1nnc(NC(=O)CC(C)c2ccccc2)s1 (stereo not given)
 : -6.0%, -23.8%, -39.4%, -5.9, 1.8%, -9.6%, -6.9%, 21.0%, -2.2%
O=C(Nc1ccc(S(=O)(=O)N2CCc3ccccc3C2)cc1)C1CCCO1 (stereo not given)
 : -3.5%, -12.8%, 30.5%, -3.0, 8.8%[57.1 µM], -2.7%, 1.1%, 19.3%, 5.6%
O=C(CS(=O)c1ccc(Br)cc1)N1CCOCC1 (stereo not given)
 : -1.0%, -21.0%, -2.5%, -3.0, 3.2%, 8.9%, -1.9%, 16.7%, 5.8%
COc1cccc(CCn2c(N)cc(=O)[nH]c2=S)c1OC
 : nt, nt, -0.9%, 6.9, -3.1%, nt, nt, -12.4%, nt
CCCn1c2ccccc2c2nnc(SCC(=O)OCC)nc21
 : -7.7%, 6.5%, -45.4%, -1.9, 1.9%[57.1 µM], 0.6%, 1.1%, -6.5%[57.1 µM], 4.3%
CCOC(=O)C(NC(=O)CC)(Nc1ccc(S(=O)(=O)Nc2ncccn2)cc1)C(F)(F)F (stereo not given)
 : -1.2%, -6.4%, 6.0%, -12.9, -13.0%, -3.8%, 4.2%, -11.6%, 14.7%
CCOc1ccc(C(=O)C(C)OC(=O)Cn2cnc3c2c(=O)n(C)c(=O)n3C)cc1 (stereo not given)
 : 1.1%, -9.3%, -12.0%, -2.8, -0.8%[57.1 µM], 4.0%, 0.8%, -0.2%, 1.2%
CCN(CC)C(=O)CCc1nnc(CCc2c[nH]c3ccccc23)o1
 : -3.0%, -10.6%, 8.7%, -1.7, -0.4%, 1.0%, -0.9%, 10.1%, 0.9%
COC(=O)[C@H](CCSC)NC(=O)Nc1cc(C)ccc1C
 : -3.6%, -22.6%, 8.9%, -3.3, 1.1%, 7.0%, -4.7%, -2.3%, -0.8%
NC(=O)c1ccsc1NC(=O)CSc1ccccc1F
 : 5.5%, 5.2%, -18.3%, -4.0, 7.1%, 2.8%, -0.8%, 25.8%, 4.1%
Nc1ccn(Cc2ccccc2F)n1
 : -0.5%, -4.0%, 7.8%, -4.8, -1.5%[57.1 µM], -12.5%, -0.3%, 5.3%[57.1 µM], 2.6%
CCCCOc1ccc(C(=O)N/C(=C\c2cccc([N+](=O)[O-])c2)C(=O)OCc2ccco2)cc1
 : 0.9%, -25.0%, -11.2%, -5.7, 5.8%, -2.2%, -0.2%, 34.1%, 1.5%
CCOc1ccc(C(=O)OCc2cc(=O)n3cc(C)sc3n2)cc1
 : -2.7%, -21.1%, -10.6%, -3.6, 5.6%[57.1 µM], -14.9%, -0.2%, 13.9%[57.1 µM], 2.7%
Cc1ccc(C(C)C)c(OCC(=O)Nc2ccc3c(c2)nc(CCN2CCCCC2)n3C)c1
 : -15.2%, -20.0%, -26.5%, -2.4, 4.5%, 4.7%, -16.6%, 14.4%, 17.8%
Cc1ccc(C(C(=O)NCc2ccc(F)cc2)N(Cc2ccco2)C(=O)c2snc(C(N)=O)c2N)o1 (stereo not given)
 : -1.7%, -21.4%, -1.0%, -3.8, 1.9%[57.1 µM], 15.2%, -2.2%, -5.3%[57.1 µM], 1.9%
COCCNC(=O)C(c1ccc(C)cc1)N(C(=O)CCC(=O)Nc1ccccn1)c1ccc(F)cc1 (stereo not given)
 : 0.7%, -18.3%, -26.6%, -5.1, 2.1%, 5.6%, 1.4%, -39.5%[0.0914 µM], 0.2%
CN(Cc1ccccc1)C(=O)CN1C(=O)NC(C)(c2ccc(C(C)(C)C)cc2)C1=O (stereo not given)
 : -4.2%, -15.7%, -3.6%, 8.1, -2.6%[57.1 µM], 3.4%, 1.6%, -2.9%[57.1 µM], -3.4%
O=[N+]([O-])c1ccc(C=NN2CCCCCC2)cc1
 : 0.7%, -13.1%, -1.5%, -0.6, -5.1%, 9.4%, -5.4%, 13.0%[57.1 µM], 6.8%
O=C(O)c1ccc(NS(=O)(=O)c2cc(Cl)ccc2Cl)cc1O
 : -5.0%, -11.4%, 11.3%, -5.3, -5.9%, -0.8%, 5.1%, -3.9%, 7.1%
COc1ccc(COC(=O)C2=C(C)NC(=O)NC2c2cccc(Br)c2)cc1 (stereo not given)
 : -4.1%, -26.5%, 3.1%, -2.8, -3.8%, -1.5%, -0.8%, 17.3%, -7.9%
Cc1cccc(OCCCN2C(=O)C(=O)c3cc(C)ccc32)c1
 : -0.2%, -29.3%, 14.0%, 0.6, -9.1%, ?, 2.7%, -17.7%, 14.0%
CNC(=S)N1CCc2cc(OC)c(OC)cc2C1COc1ccc(OC)cc1 (stereo not given)
 : -6.0%, 0.4%, -16.3%, -9.4, 9.4%[57.1 µM], -20.2%, -2.0%, 32.1%[57.1 µM], 2.8%
CC(OC(=O)CCc1ccccc1)C(=O)Nc1ccc(Cl)cn1 (stereo not given)
 : -3.4%, -3.9%, 11.4%, -7.5, -16.2%, -22.3%, -0.4%, -10.7%, 1.1%
Cc1ccc(CSc2ccc(C(=O)N3CCOCC3)cc2[N+](=O)[O-])cc1
 : -1.9%, -1.7%, 4.2%, -3.3, -1.2%[57.1 µM], 6.1%, 1.7%, 12.8%[57.1 µM], 2.2%
CCOC(=O)N1CCN(CC(=O)Nc2nc3ccc(OC)cc3s2)CC1
 : 0.5%, -9.7%, -8.6%, 1.4, -3.5%, ?, 0.4%, -4.9%, 10.4%
CCSc1nnc(NC(=O)CSc2ncccn2)s1
 : 4.1%, -3.7%, -6.8%, -2.3, -3.7%, 6.1%, -0.3%, -5.7%, 3.9%
O=C(Cn1nnc(-c2ccc(Cl)cc2)n1)NC1CCS(=O)(=O)C1 (stereo not given)
 : -4.5%, -29.6%, 11.0%, -7.5, -2.4%, 6.0%, -1.5%, -6.1%, 0.0%
Cc1cccc(C(=O)NCCNC(=O)c2cccnc2)c1
 : -2.6%, -14.6%, -11.2%, -0.5, 5.7%, 1.6%, 2.1%, 28.7%, 0.0%
CC(C)(C)N1CC(COc2ccccc2)OC1=O (stereo not given)
 : 0.2%, -15.1%, -5.3%, -8.8, -3.0%, -6.3%, -5.2%, -4.9%, 8.8%
CNC(=S)Nn1cnc2ccccc21
 : 0.0%, -13.2%, -28.8%, 1.1, 11.0%, 13.5%, -0.1%, -7.1%, 0.0%
O=C(CCC(=O)OCC(=O)c1cccc([N+](=O)[O-])c1)Nc1ccccc1Cl
 : -1.3%, -10.0%, 8.4%, -18.9, 6.4%, 0.0%, 0.5%, 21.2%, 3.4%
COc1ccccc1-c1c(-c2ccc(OCC(=O)NN)cc2O)n[nH]c1C(F)(F)F
 : -2.1%, -8.3%, -6.8%, 0.6, 4.2%, -9.4%, 0.0%, 4.1%, -21.0%
C=CCNC(=O)c1c(C(F)(F)F)nn(C)c1Cl
 : 0.1%, -24.8%, 1.5%, -6.7, -0.6%[57.1 µM], -26.2%, -1.0%, 12.3%[57.1 µM], 0.4%
CCc1c(C)n([O-])c2c([n+]1=O)CCC2
 : 2.9%, -22.5%, -21.7%, 1.7, -3.6%[57.1 µM], -4.0%, 0.0%, 27.8%[57.1 µM], 8.7%
COc1cccc(CNC(=O)CCCc2nnc3n(C)c(=O)c4sccc4n23)c1
 : -4.3%, -11.7%, -5.4%, -3.8, 3.1%, 2.6%, 1.2%, 32.1%, -4.7%
Cc1cc(C)n(C(=O)CCCC(=O)n2nc(C)cc2C)n1
 : -6.4%, -3.9%, -11.8%, -2.0, -1.2%, -10.7%, 2.9%, -7.1%, -1.0%
CC1(C)Cc2ccccc2C(N/N=C/c2cccc(F)c2)=N1
 : -3.4%, -18.6%, ?, 2.7, 24.0%[57.1 µM], 3.8%, -10.6%, 16.7%[57.1 µM], 4.0%
CC1Oc2cc3oc4c(O)c(O)ccc4c(=O)c3c(O)c2C1(C)C (stereo not given)
 : 7.3%, -20.3%, -29.0%, 10.6, 2.1%[57.1 µM], ?, -9.6%, 13.0%[57.1 µM], 6.3%
